# Source: PubChem BioAssay (The Scripps Research Institute Molecular Screening Center)
# IDE cell activ = human IDE activators in live cells, primary screen, fluorescence polarization, HEK cells, FAbeta-B substrate | 0.073% of 340,000 active | activation, % at 5.96 µM | FAbeta-B cleavage; 0% vehicle, 100% cell-free pure enzyme wells | Insulin-degrading enzyme (Homo sapiens), P14735;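 active = activation above the mean of all tested compounds plus 3 SD, set per screening campaign, cut at about 17% in these data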
# Target sequence (P14735 whole entry, looked up): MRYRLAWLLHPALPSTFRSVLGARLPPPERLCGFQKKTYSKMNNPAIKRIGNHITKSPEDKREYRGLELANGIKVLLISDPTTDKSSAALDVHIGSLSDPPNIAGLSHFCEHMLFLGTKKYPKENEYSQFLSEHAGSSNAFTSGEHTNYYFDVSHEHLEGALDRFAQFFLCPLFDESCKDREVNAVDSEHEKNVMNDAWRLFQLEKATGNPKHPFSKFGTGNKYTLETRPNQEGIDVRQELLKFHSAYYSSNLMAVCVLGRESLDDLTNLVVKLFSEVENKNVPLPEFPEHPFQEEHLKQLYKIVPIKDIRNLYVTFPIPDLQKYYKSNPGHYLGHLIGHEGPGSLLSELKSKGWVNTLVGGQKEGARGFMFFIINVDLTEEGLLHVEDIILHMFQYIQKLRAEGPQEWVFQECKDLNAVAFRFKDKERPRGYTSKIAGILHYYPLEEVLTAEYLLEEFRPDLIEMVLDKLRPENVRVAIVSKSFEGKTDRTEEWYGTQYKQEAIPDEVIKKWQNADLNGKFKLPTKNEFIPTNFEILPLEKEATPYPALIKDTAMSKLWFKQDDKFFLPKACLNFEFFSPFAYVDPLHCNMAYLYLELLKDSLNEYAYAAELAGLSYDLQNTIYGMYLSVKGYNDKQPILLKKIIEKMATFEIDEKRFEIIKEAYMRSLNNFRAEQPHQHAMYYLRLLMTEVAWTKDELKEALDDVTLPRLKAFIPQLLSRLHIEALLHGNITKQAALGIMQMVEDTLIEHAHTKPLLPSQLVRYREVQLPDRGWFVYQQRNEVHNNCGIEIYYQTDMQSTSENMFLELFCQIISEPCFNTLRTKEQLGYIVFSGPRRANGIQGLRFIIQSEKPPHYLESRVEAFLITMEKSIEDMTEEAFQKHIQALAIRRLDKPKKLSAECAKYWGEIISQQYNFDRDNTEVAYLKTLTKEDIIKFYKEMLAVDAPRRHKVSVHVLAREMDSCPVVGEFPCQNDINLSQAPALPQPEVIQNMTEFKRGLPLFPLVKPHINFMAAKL
# Active calls of the source: *. Not all compounds are listed; count on the stated rates, not on these rows.
SMILES,IDE cell activ
Cc1ccc(C)c(NC(=O)CN(C)C(C)C(=O)N2CCCC2)c1 (configuration not stated),4.3
O=C(NCc1ccco1)c1ccc(C(=O)NCc2ccco2)cc1,1.6
CCOC(=O)C1=C(COC(=O)C2CC(=O)N(c3ccc(C)cc3)C2)NC(=O)NC1C (configuration not stated),-4.8
CCCCNc1nnc(SCC(=O)c2c(N)n(C3CC3)c(=O)[nH]c2=O)s1,-0.2
O=C(COC(=O)c1ccc[nH]c1=O)NCCC1=CCCCC1,-1.8
Oc1ccc(Cl)cc1C=NN1CCCCCC1,7.7
O=C(Nc1cccc2c1CCCC2)c1ccc(F)cc1,6.8
Cc1cc2c(cc1C)N(Cc1ccc(Cl)cc1)C1=NCCCN12,0.9
CN(CC(=O)Nc1c(Cl)cccc1Cl)C(=O)c1ccc2nc[nH]c2c1,2.3
O=C(Nc1cccc(S(=O)(=O)N2CCOCC2)c1)C1CCCCN1S(=O)(=O)c1ccccc1 (configuration not stated),1.8
CC1CCCC(C)N1C(=O)COC(=O)/C=C/c1ccco1 (configuration not stated),3.7
Cc1ccc(NC(=O)CSCC(=O)NCc2ccco2)cc1,3.2
O=C(CCNC(=O)c1ccc(Cl)cc1)Nc1ccncc1,-2.2
COc1ccc(-c2oc3cc(OC(C)=O)cc(OC(C)=O)c3c(=O)c2OC)cc1,4.7
O=C(COC(=O)C1CCC1)NCc1ccc(Cl)cc1Cl,5.3
CCCCN1C(Nc2ccccc2)=NC[C@@H]1Cc1ccccc1,-0.4
CCOC(=O)C1CC(CN2C(=O)c3ccccc3C2=O)OC1=O (configuration not stated),5.7
Cc1noc(C)c1NC(=O)Nc1cccc2c1O[C@H](CN(C)S(=O)(=O)c1cn(C)cn1)[C@@H](C)CN([C@H](C)CO)C2=O,1.9
OCC[C@H]1C[C@@H](O)[C@H](O)[C@@]2(CCc3ccccc3CO2)O1,-2.4
CN(Cc1ccc(F)cc1)C(=O)c1cccc(S(=O)(=O)N2CCN(Cc3ccccc3)CC2)c1,4.7
O=S(=O)(c1cccc(-c2n[nH]c(=S)n2-c2cccc(C(F)(F)F)c2)c1)N1CCOCC1,-0.2
COc1ccc(C(=O)NCC(c2ccco2)N2CCc3ccccc3C2)cc1 (configuration not stated),1.3
Cn1ccnc1SCC(=O)NCC(=O)Nc1ccc(F)c(F)c1F,-2.1
CCOc1ccc(NC(=O)CN(C)C(=O)c2c(C)nn(-c3ccccc3)c2Cl)cc1OCC,0.2
Cc1cc(C(=O)COC(=O)Cc2ccc(Cl)cc2)c(C)n1C,1.1

# Random excerpt: six entries already listed, in no set order.
SMILES,IDE cell activ
OCC[C@H]1C[C@@H](O)[C@H](O)[C@@]2(CCc3ccccc3CO2)O1,-2.4
O=C(COC(=O)C1CCC1)NCc1ccc(Cl)cc1Cl,5.3
CCOc1ccc(NC(=O)CN(C)C(=O)c2c(C)nn(-c3ccccc3)c2Cl)cc1OCC,0.2
Cc1noc(C)c1NC(=O)Nc1cccc2c1O[C@H](CN(C)S(=O)(=O)c1cn(C)cn1)[C@@H](C)CN([C@H](C)CO)C2=O,1.9
CN(Cc1ccc(F)cc1)C(=O)c1cccc(S(=O)(=O)N2CCN(Cc3ccccc3)CC2)c1,4.7
Cn1ccnc1SCC(=O)NCC(=O)Nc1ccc(F)c(F)c1F,-2.1

# Back to the main list, starting 6 compounds before the break.
SMILES,IDE cell activ
CN(Cc1ccc(F)cc1)C(=O)c1cccc(S(=O)(=O)N2CCN(Cc3ccccc3)CC2)c1,4.7
O=S(=O)(c1cccc(-c2n[nH]c(=S)n2-c2cccc(C(F)(F)F)c2)c1)N1CCOCC1,-0.2
COc1ccc(C(=O)NCC(c2ccco2)N2CCc3ccccc3C2)cc1 (configuration not stated),1.3
Cn1ccnc1SCC(=O)NCC(=O)Nc1ccc(F)c(F)c1F,-2.1
CCOc1ccc(NC(=O)CN(C)C(=O)c2c(C)nn(-c3ccccc3)c2Cl)cc1OCC,0.2
Cc1cc(C(=O)COC(=O)Cc2ccc(Cl)cc2)c(C)n1C,1.1
CN1CCC(N(C)C(=O)c2cc(S(=O)(=O)N(C)c3ccccc3)ccc2Cl)CC1,-2.6
C=CCn1c(SCC(=O)Nc2sc3c(c2C#N)CCC(C)C3)nc2cc(C(=O)O)ccc2c1=O (configuration not stated),8.9
C[C@@]12C(=O)Nc3cc(Cl)ccc3C(=O)N1[C@H]1c3cc(Br)ccc3OC[C@@H]1[C@@H]2c1ccccc1,-1.1
Cc1ccc(N(C)S(=O)(=O)c2cccc(C(=O)Nc3ccc(C)cn3)c2)cc1,7.4
Cc1ccc(SCC(=O)OCC(=O)Nc2ccc3[nH]c(=O)[nH]c3c2)cc1C,-2.6
CC(=O)NC1=CC(=C[N+](=O)[O-])C=C1O,3.5
COc1ccc(OCCC(=O)Nc2cc3c(cc2C(=O)O)OCCCO3)cc1,1.5
O=C(Nc1ccccc1O)c1cccc(S(=O)(=O)Nc2ccccc2O)c1,10.0
COc1ccc2c(C(=O)NCCCCO)c(-c3ccc(S(C)(=O)=O)cc3)sc2c1,4.1
COc1ccc(C)cc1N1CC(C(=O)OCc2nc(N)nc(Nc3ccccc3C)n2)CC1=O (configuration not stated),-1.3
Cc1ccc(S(=O)(=O)N2CCN(C(=O)c3sccc3C)CC2)cc1,5.3
COc1ccc(N2CCN(C(CNS(=O)(=O)c3ccc(C)cc3)c3ccccc3)CC2)cc1 (configuration not stated),-4.3
CCN(C(=O)COC(=O)CNS(=O)(=O)c1ccc2ccccc2c1)C1CCCCC1,0.2
COc1ccc(S(=O)(=O)N2CCOCC2)cc1NC(=O)c1cc(C)oc1C,1.1
CN(C)c1cccc(C(=O)NN2C(=O)NC3(CCCCC3)C2=O)c1,1.7
COc1ccc(CNC(=O)COC(=O)c2ccc(Br)c(S(=O)(=O)N3CCOCC3)c2)cc1,1.6
Cc1noc(C)c1NC(=O)N(C)C[C@@H]1Oc2ccc(NC(=O)C3CCCCC3)cc2C(=O)N([C@@H](C)CO)C[C@H]1C,3.7
COc1ccccc1S(=O)(=O)N1CCn2cccc2C1C (configuration not stated),3.8
Cc1ccc(NC(=O)CSc2ccc(S(=O)(=O)N3CCCC3)cn2)cc1F,-2.1
COc1ccc(C(=O)N/N=C/c2ccc(N3CCOCC3)s2)cc1OC,2.5
O=C(Nc1ccccc1)N1CCN(c2ccccc2)CC1,1.6
COc1ccc(NC(=O)C2COc3ccccc3O2)cc1S(=O)(=O)N1CCOCC1 (configuration not stated),-0.1
COc1ccc(CC(=O)Nc2cc(S(=O)(=O)Nc3ccc(OC)cc3)ccc2OC)cc1,-0.9
O=C1CSc2ccc(C(=O)NCc3ccccn3)cc2N1,4.3
O=C(OCC(=O)N1CCN(c2ccccc2)CC1)c1ccc(Cl)nc1,-2.5
SMILES,IDE cell activ
O=C1CN(S(=O)(=O)c2cc(C(F)(F)F)ccc2Cl)CCN1,4.8
O=C(COC(=O)CCNS(=O)(=O)c1ccccc1)NC1CC1,2.7
O=C(COC(=O)c1ccccc1O)NNC(=O)c1ccc(Br)cc1,4.4
COc1cccc(/C=C/C(=O)OCC(=O)NC(=O)NC2CCCCC2)c1,-16.6
CCC(C)Cn1cnc2c(SCc3ccccc3F)nc(N)nc21 (configuration not stated),-5.5
Cc1ccc(C(=O)OCC(=O)Nc2ccc(Cl)cn2)cc1S(=O)(=O)N1CCOCC1,-1.5
CN(C(=O)c1cc(Cl)c2c(c1)OCCO2)c1c(N)n(Cc2ccccc2)c(=O)[nH]c1=O,3.2
CC(C)C[C@]1(c2ccccc2)ON(c2ccccc2C(F)(F)F)C1=O,3.5
COC(=O)c1ccccc1S(=O)(=O)N1CCC(C(=O)NCc2ccco2)CC1,2.4
Cc1ccc2nc(NC(=O)CSc3nc(=O)n(CCCN(C)C)c4c3CCC4)sc2c1,1.9
Cc1ccc(S(=O)(=O)NCC(=O)OC(C)C(=O)NCc2ccc3c(c2)OCO3)cc1 (configuration not stated),3.3
O=C(CC(c1ccccc1)C1CCCCC1=O)c1ccccc1 (configuration not stated),-5.1
Cc1cccc(C2=NN(c3ccccc3)[C@H](CO)[C@H]2c2ccc(Cl)cc2)c1,2.8
CC(=O)Nc1ccc(S(=O)(=O)NCCC(=O)NC2CCCCCC2)cc1,10.4
CCOc1ccc(C(=O)NCC(=O)OCC(=O)N(C)CC(=O)Nc2ccccc2CC)cc1OCC,1.8
CC12CCC3(CC1CCC1OC12)OCCO3 (configuration not stated),3.1
C#CCOCCOCCOCCNc1nc(N2CCN(C(=O)CCCCCCCCCCNC(=O)[C@H](CO)n3cc(CCCSC)nn3)CC2)nc(N2CCN(C(=O)CCCCCCCCCCNC(=O)[C@H](CCCN=C(N)N)n3cc(C[C@@H](C)CC)nn3)CC2)n1,54.8*
O=C(CSc1nc2ccc(Cl)cc2[nH]1)Nc1ccc2[nH]c(=O)[nH]c2c1,1.9
O=C(Nc1ccccc1N1CCOCC1)c1cccc(S(=O)(=O)Nc2ccccc2F)c1,2.7
Cc1nnc(SCC2=C(C(=O)O)N3C(=O)C(NC(=O)COc4ccccc4)C3SC2)s1 (configuration not stated),3.6
C=CC[C@@H](CC(=O)N(CCO)Cc1ccccc1)C(=O)N[C@H](COC(=O)[C@@H](CC=C)CC(=O)OC(C)(C)C)C(C)(C)C,7.3
COc1ccc(S(=O)(=O)N(C)C)cc1NC(=O)CSC(C)C(=O)Nc1cc(C)on1 (configuration not stated),2.8
CCCCn1nc(C(=O)N(C)CC(=O)Nc2cccc(F)c2)c2ccccc2c1=O,5.9
COc1ccc(S(=O)(=O)N2CCN(CC(O)CN3CCOCC3)CC2)cc1 (configuration not stated),6.1
COc1ccc(S(=O)(=O)Nc2ccc3c(c2)C(=O)N([C@H](C)CO)C[C@H](C)[C@@H](CN(C)C(=O)Nc2c(C)noc2C)O3)cc1,4.2
SMILES,IDE cell activ
COc1ccc(C(CNS(=O)(=O)c2ccc(NC(C)=O)c(OC)c2)N2CCCC2)cc1 (configuration not stated),3.6
Cc1ccc(S(=O)(=O)Nc2ccc(C(=O)NCCCn3ccnc3)cc2)cc1[N+](=O)[O-],3.3
CCc1cccc(NC(=O)COC(=O)c2cc(=O)c3ccccc3o2)c1,0.3
Cc1ccccc1NS(=O)(=O)c1ccc(C(=O)NCC(c2ccco2)N(C)C)cc1 (configuration not stated),4.5
CCN(CC(=O)Nc1c(F)cccc1F)C(=O)c1cccc(S(=O)(=O)N2CCCc3ccccc32)c1,-0.1
CC(C)C[C@@H](CN)NC(=O)c1nc[nH]c1C(=O)N[C@@H](C)C(=O)CNC[C@H](C)NC(=O)c1nc[nH]c1C(=O)N[C@@H](C)C(=O)O,1.4
N#CC1(NC(=O)COC(=O)C2CCN(S(=O)(=O)c3ccc4c(c3)OCCO4)CC2)CCCCC1,6.7
CSCCC1NC(=O)N(CC(=O)Nc2cc(C)on2)C1=O (configuration not stated),2.0
C/C(=N\NC(=O)c1cccc(S(=O)(=O)N2CCOCC2)c1)c1ccc(OC(F)F)cc1,4.6
COc1ccc(NC(=O)N(C)C[C@H]2Oc3c(NS(=O)(=O)c4ccc(F)cc4)cccc3C(=O)N([C@H](C)CO)C[C@@H]2C)cc1,4.4
O=C(Cn1nc(C(=O)O)c2ccccc2c1=O)Nc1cccc(S(=O)(=O)N2CCCCCC2)c1,1.4
COc1ccc([C@H]2CC(=O)C=C(c3cccc(OC)c3OC)C2)cc1OC,2.2
CC(NC(=O)c1cccc(S(=O)(=O)N(C)c2ccccc2)c1)c1cccnc1 (configuration not stated),1.6
COc1ccc(NC(=O)CSc2nnc(C)n2C2CC2)cc1S(=O)(=O)N1CCOCC1,2.5
CN(C(=O)CSc1n[nH]c(N)n1)C1CCCCC1,0.6
Cc1cc(S(=O)(=O)NC[C@H]2O[C@@H](n3cnc4c(N)ncnc43)[C@H](O)[C@@H]2O)c(C)s1,7.5
O=C(CSc1ncn[nH]1)Nc1ccc(Br)cc1Br,1.2
C[C@@H]1CN([C@H](C)CO)C(=O)Cc2cc(NC(=O)CCC(F)(F)F)ccc2O[C@@H]1CN(C)C(=O)NC1CCCCC1,-1.6
CCN(CC)CCNC(=O)c1ccc(NC(=O)C2CCN(S(=O)(=O)c3ccc4c(c3)OCCO4)CC2)cc1,-3.9
OC(CN1CCN(c2cccc(Cl)c2)CC1)C(c1ccccc1)c1ccccc1 (configuration not stated),4.9
Oc1ccccc1-c1n[nH]c(-c2ccccc2O)n1,-0.7
N#CCCN(C(=O)COC(=O)C1=COCCO1)c1ccc(F)cc1,6.0
CCO[C@H]1c2c(ccc3ccc(=O)oc23)OC(C)(C)[C@@H]1O,6.4
O=C1OC[C@H](Cc2ccc3c(c2)OCO3)/C1=C\c1ccc2c(c1)OCO2,2.8
C[C@H](CO)N1C[C@H](C)[C@@H](CN(C)S(=O)(=O)c2cccs2)Oc2ccc(NC(=O)Cn3cnnn3)cc2C1=O,0.3
SMILES,IDE cell activ
O=C(C1CCN(S(=O)(=O)c2ccccc2F)CC1)N1CCc2ccccc21,0.9
O=C(COC(=O)CCC(=O)c1cccs1)NCCc1ccccc1,-0.7
CC(C)NC(=O)N(C)C[C@H]1Oc2c(cccc2N(C)C)C(=O)N([C@H](C)CO)C[C@@H]1C,-1.2
CCOC(=O)c1cc(C(=O)NNC(=O)c2cccc([N+](=O)[O-])c2)c(C)nc1C,-0.5
Cc1ccc(C)c(NC(=O)CSc2nc(C)cs2)c1,-0.8
CC(C(=O)Nc1ccc2c(c1)OCO2)N1CCC(N2CCCCC2)CC1 (configuration not stated),2.8
Cc1ccccc1N=C1C(=O)Nc2ccccc21,2.6
F[B-](F)(F)c1cc2ccccc2s1,-1.7
CCN(C(=O)COC(=O)c1oc2ccc(OC)cc2c1C)C1CCCCC1,0.4
CN(Cc1nc(-c2ccccc2)no1)C(=O)c1ccc2c(c1)OCO2,1.9
NC1=NN(c2ccccc2)C(=O)C1,-7.3
COc1cc2c(cc1OC)[C@@H](NC(=O)C(C)C)[C@H](OCc1ccccc1)C2,-0.2
CC(C)(C)NC(=O)COc1coc(CN2CCN(C(=O)c3ccco3)CC2)cc1=O,-2.9
COc1ccc(C(=O)NCCCn2nc(C)cc2C)cc1S(=O)(=O)N1CCOCC1,3.1
CCCN(C(=O)COC(=O)c1nc2nccc(C)n2n1)C1CCS(=O)(=O)C1 (configuration not stated),0.5
c1ccc(-c2sc3ccccc3c2-c2ccc(OCCN3CCOCC3)cc2)cc1,2.9
CCn1c(SCC(=O)Nc2ccc(N3CCOCC3)cc2)nnc1C1CC1,3.2
O=C(Nc1ccc(NC(=O)c2ccc3c(c2)OCO3)cc1)c1cccc(Cl)c1,8.3
